Compound activity: PubChem BioAssay, Sanford-Burnham Center for Chemical Genomics
MKP-3 inhibition = MKP-3 phosphatase inhibitors, primary screen, biochemical, rat enzyme, in vitro (AID 425); recombinant MKP-3 phosphatase activity, fluorescence; higher % means a stronger effect; actives 0.17% (n = 110,000); Dual specificity protein phosphatase 6 (Rattus norvegicus); inhibition, % at 20 µM; hits with a dose series show IC50 in µM; in the data active means inhibition above about 50%;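 further: plate controls were vehicle for no effect and reference inhibitor for full effect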
Hsp70 displacement = Hsp70 inhibitors, probe displacement, primary screen, biochemical, fluorescence polarization (AID 583). displacement, % at 20 µM; hits with a dose series show IC50 in µM. Hsp70 fluorescence polarization probe displacement, mP; higher % means a stronger effect. actives 0.06% (n = 140,000); in the data active means displacement above about 50%;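 further: plate controls were vehicle for no effect and reference ligand for full effect; a part of the inactive calls stands beside numbers as strong as those of hits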
Numbers without * were called inactive; . = not tested or not shown; & = joins results of further samples.

MKP-3 inhibition	Hsp70 displacement	compound
-1.4%	-0.5%	Cc1ccc(SCc2cc(=O)[nH]c(N3CCN(Cc4ccc5c(c4)OCO5)CC3)n2)cc1
.	-0.5%	CC1CC(C)CN(C(=O)CSc2nnc(CSc3ncccn3)n2C)C1 (stereo not given)
-8.8%	-0.4%	Cc1c(NC(=O)N2CCCCCC2)c(=O)n(-c2ccccc2)n1C
-4.6%	-1.2%	Cc1ccc2nc(NC(=O)CN3CCOCC3)sc2c1
-0.1%	-3.2%	C/C(=N\NC(=O)c1cc(C23CC4CC(CC(C4)C2)C3)[nH]n1)c1cccs1
-0.2%	-4.0%	CCC(C)N(CCNC(=O)CC1Oc2ccc(C)cc2NC1=O)C1CCCCC1 (stereo not given)
-10.2%	-5.5%	CCOC(=O)c1cnc2c(C(=O)OC)cccc2c1NCCN1CCOCC1
-0.6%	-4.7%	Cc1[nH]c2ccccc2c1C=Nc1cccc([N+](=O)[O-])c1C
2.8%	1.7%	CN(C)CCN1C(=O)C(=O)/C(=C(/O)c2ccccc2)C1c1ccc(Cl)cc1 (stereo not given)
-5.4%	-2.4%	CCCCOCC(O)CN1CCN(C(C)=O)CC1 (stereo not given)
1.7%	3.5%	COc1ccc(C(=O)CSc2nnc(-c3ccco3)n2C)cc1
-10.0%	3.3%	COc1ccc(-n2nnc3c(=O)n(Cc4cccc(C)c4)cnc32)cc1
-1.2%	0.8%	CCOC(=O)C1CCN(C(=O)Nc2ccc(Cl)cc2Cl)CC1
2.1%	4.3%	O=C(Nc1ccc(Cl)cn1)c1cc(I)ccc1Cl
7.1%	3.7%	CC1=C(C(=O)OCc2ccccc2)C(c2ccc(F)c(Br)c2)CC(=O)N1 (stereo not given)
-13.3%	3.3%	CCn1c(C)nc2cc(C(=O)n3cc(C(=O)c4cc(F)ccc4O)cn3)ccc21
-3.7%	3.3%	CCOC(=O)c1[nH]c(C)c(C(=O)NCc2ccc(C)cc2)c1C
-14.1%	-5.3%	O=C(CSc1nnc2scc(-c3ccc(F)cc3)n12)NCc1ccco1
.	2.2%	CCC(C)(C)n1nnnc1C(c1cc2cc(C)cc(C)c2[nH]c1=O)N1CCN(Cc2ccc3c(c2)OCO3)CC1 (stereo not given)
1.9%	3.0%	COc1ccc(CNC(=O)c2c(C)cc(=O)oc2C)cc1OC

Retrieved by compound from above, three records:
MKP-3 inhibition	Hsp70 displacement	compound
-10.0%	3.3%	COc1ccc(-n2nnc3c(=O)n(Cc4cccc(C)c4)cnc32)cc1
1.9%	3.0%	COc1ccc(CNC(=O)c2c(C)cc(=O)oc2C)cc1OC
1.7%	3.5%	COc1ccc(C(=O)CSc2nnc(-c3ccco3)n2C)cc1

Other results follow.
MKP-3 inhibition	Hsp70 displacement	compound
.	13.0%	CC1(C)CC(=O)C(C(=O)/C=C/NCCc2ccccc2)C(=O)C1
.	3.6%	O=C(CN(CC1CCCO1)C(=O)CNS(=O)(=O)c1ccc(Cl)cc1)NCCc1ccccc1 (stereo not given)
-0.3%	-2.8%	CN(C)c1ccc(/C=N\OC(=O)Nc2ccccc2Cl)cc1
5.1%	-1.6%	CN(C)C(=O)NC(NC(=O)N(C)C)C(=O)c1ccccc1
2.5%	-1.1%	COc1cc(F)ccc1S(=O)(=O)n1cnc2cc(C)c(C)cc21
.	-24.0%	CCCCCCc1cc2cc(-c3nnc(-c4ccccc4)o3)c(=O)oc2cc1O
.	-0.7%	CC(=O)NC(c1ccccc1)c1nc2ccccc2[nH]1 (stereo not given)
2.3%	5.1%	CCOC(=O)COc1cccc2nsnc12
7.5%	-2.9%	Cc1oc(-c2ccc(Cl)cc2)nc1CN1CCCC(C(=O)N2CCc3ccccc32)C1 (stereo not given)
4.0%	-0.3%	CCN1C(=O)c2cccc3c(S(=O)(=O)NC(Cc4c[nH]c5ccccc45)C(=O)O)ccc1c23 (stereo not given)
1.3%	-2.8%	CCOC(=O)COn1c(=O)c(-c2ccc(OC)c(OC)c2)[n+]([O-])c2ccccc21
1.2%	2.4%	O=C(NC(NC(=S)Nc1c(Cl)cccc1Cl)C(Cl)(Cl)Cl)c1ccccc1 (stereo not given)
8.5%	12.5%	Cc1cc(NC2C3CC4CC(C3)CC2C4)n2ncnc2n1 (stereo not given)
-9.2%	-0.3%	NC(=O)c1cc(N)ccc1N1CCCC1
4.9%	2.2%	COc1ccc(CCNC(=O)C2CCCN(Cc3nc(-c4cccc(Cl)c4)oc3C)C2)cc1OC (stereo not given)
1.7%	-4.5%	CSc1ccc(C2C(C#N)=C(N)N(c3ccccc3)C3=C2C(=O)CCC3)cc1 (stereo not given)
-6.9%	-1.1%	COC(=O)c1ccc(CSc2ncnc3ccccc23)o1
-4.3%	0.2%	CCOC(=O)c1ccc2nc(NC(NC(C)=O)(C(=O)OC)C(F)(F)F)sc2c1 (stereo not given)
-4.8%	1.3%	CCOC(=O)N1CCN(CC(=O)Nc2ccc(C)c(Br)c2)CC1
0.1%	1.8%	O=C(Nc1ccc(F)c(Cl)c1)c1cnccn1

Further entries:
MKP-3 inhibition	Hsp70 displacement	compound
2.5%	2.0%	O=C(OC(C(=O)NCc1ccc2c(c1)OCO2)c1ccccc1F)c1ccco1 (stereo not given)
-2.5%	14.2%&11.3%	Cc1cccc(OCC(=O)O/N=C(\N)Cc2ccc(Cl)cc2)c1
-1.7%	-8.3%	CCOc1ccc(NS(=O)(=O)c2ccc3[nH]c(=O)oc3c2)cc1
-9.3%	-2.4%	Cc1noc(C)c1C(=O)OCC(=O)/C=C1\N(C)c2ccccc2C1(C)C
1.2%	-0.9%	CC1=C(C(=O)OC(C)C)C(c2ccc(Br)cc2)C2=C(CC(c3ccc(Cl)cc3)CC2=O)N1 (stereo not given)
-0.4%	-3.9%	CCCC(=O)Nc1cccc(-c2nc3ccccc3s2)c1C
2.7%	0.8%	CC(=O)C12c3ccccc3C(c3ccccc31)C1C(=O)N(c3ccc(F)cc3)C(=O)C12 (stereo not given)
6.7%	-138.5%	O=C(O)c1ccc(-n2c(O)c(/C=C3\C=Nc4ccccc43)sc2=S)cc1
0.3%	-0.4%	CCOc1ccc(C(=O)Nc2ccc3oc(-c4ccccc4C)nc3c2)cc1
-0.2%	-2.7%	O=C(Nc1ccccc1-c1ccccc1)c1ccc(Br)cc1
.	-1.3%	CCCCC(=O)Nc1cc(NC(=O)CC)ccc1Cl
0.1%	1.9%	CC1=C(C(=O)Nc2ccccc2)C(c2cccs2)NC(=O)N1 (stereo not given)
0.9%	.	CCO/C=N/c1c(C#N)c(CC#N)nn1-c1ccccc1
-3.0%	5.0%	CCOc1cc(N2CCOCC2)c(OCC)cc1NC1=NCCCCC1
2.5%	-5.3%	Cc1ccc(C)c(COc2ccc3c4c(c(=O)oc3c2C)CCC4)c1
.	1.5%	COc1ccc(OC)c(N(CC(=O)Nc2cccnc2)S(=O)(=O)c2ccc(C)cc2)c1
.	-1.0%	Cc1ccc2cc(C(c3nnnn3C3CCCC3)N(Cc3ccco3)Cc3cccs3)c(=O)[nH]c2c1 (stereo not given)
0.8%	9.3%	CC(C)Oc1ccccc1/C=C/c1nc(O)c([N+](=O)[O-])c(=O)[nH]1
.	3.8%	Cc1cc(=O)oc(C)c1C(=O)Nc1cccc2ccccc12
.	0.2%	CCc1ccc(S(=O)(=O)NCc2cn3ccsc3n2)s1

(listing goes on)
MKP-3 inhibition	Hsp70 displacement	compound
49.4%	.	Cc1nc(Nc2nc(O)cc(=O)[nH]2)nc2c(C)cccc12
0.8%	0.0%	CCOc1ccc2nc(NC(=O)c3cccc(Cl)c3)sc2c1
-3.4%	0.9%	O=C1CC(C(F)(F)C(F)(F)C(F)(F)C(F)F)=Nc2ccccc2N1
-7.2%	-1.9%	CCC(=O)Nc1cccc(C(=O)c2ccccc2)c1
-1.1%	7.1%	CCCN(CCC)CCNC(=O)C1CCN(Cc2nc(-c3ccc(Cl)cc3)oc2C)CC1
.	-3.3%	CCN(C(=O)c1ccc(NC(C)=O)cc1)c1ccccc1
.	6.0%	CSc1nnnn1-c1ccc(C(=O)O)cc1
-9.6%	-0.4%	Cc1cc(C(=O)Nc2ccc(S(=O)(=O)N3CCCC3)cc2)cs1
.	3.3%	Cc1ccccc1N(CC(=O)NC1CCCC1)C(=O)C1(C)CC(=O)N=C2C=CC=CN21 (stereo not given)
.	7.6%	CC(C)(C)NC(=O)COC(=O)c1cncc(Br)c1
-1.6%	-1.0%	COC(=O)c1cc(NC(=O)COc2cc(C)c(Cl)c(C)c2)cc(C(=O)OC)c1
-1.3%	1.4%	CC1(C)CC(=O)C2=C(C1)c1c(ccc3ccccc13)NC2c1cn[nH]c1-c1ccccc1 (stereo not given)
.	4.6%	CC1Cc2ccccc2N1C(=O)CN1C(=O)COc2ccccc21 (stereo not given)
-4.9%	2.4%	O=C(NC(Cc1ccc(OC(=O)OCc2ccccc2)cc1)C(=O)O)OCc1ccccc1 (stereo not given)
-0.3%	-2.8%	COc1ccc(N(CC(=O)Nc2cccc(OC)c2)S(=O)(=O)c2c(C)nn(C)c2C)cc1
6.5%	0.8%	COC(=O)CCC(NC(=O)OCc1ccccc1)C(=O)NC(CC(C)C)C(=O)OC (stereo not given)
-2.6%	3.9%	C1=C(c2ccc3c(c2)c2c4n3CCN(Cc3ccccc3)C4CCC2)C2CCN1CC2 (stereo not given)
-3.2%	-0.8%	CC[N+](CC)(CCO)CCCN1C(=O)C2CC=C(Cl)CC2C1=O (stereo not given)
-5.1%	3.3%	Cc1cccc(NC(=O)c2cc(-c3ccco3)nc3ccccc23)n1
1.5%&2.9%	-3.2%&-3.9%	O=C(O)C1CCCCC1C(=O)Nc1ccccc1Nc1ccccc1 (stereo not given)

The list continues:
MKP-3 inhibition	Hsp70 displacement	compound
2.8%	2.2%	O=C(O)C1Sc2[nH]c(=O)sc2C2c3cc(Cl)ccc3OC(=O)C12 (stereo not given)
3.3%	-3.2%	COc1ccc2c(c1)-c1c(ssc1=Nc1ccc(S(N)(=O)=O)cc1)C(C)(C)N2
2.3%	0.4%	Cc1c(Cl)cccc1NC(=O)C(=O)NCCO
-0.7%	-3.6%	CCOc1cc(/C=C2\SC(=S)NC2=O)ccc1OCc1ccccc1
-12.6%	4.5%	C=CCN(C(=O)CCC(=O)Nc1cc(C)on1)C(C(=O)NC(C)(C)C)c1cccc(OC)c1OC (stereo not given)
4.3%	-1.2%	CC(C)NC(=O)c1ccc(-c2ccccc2C(F)(F)F)o1
-2.4%	4.0%	CCCc1c(C)c2c(OCC(=O)O)cc(OCC(=O)O)cc2oc1=O
2.8%	4.4%	Cc1ccc(-c2cc3nc(C)cc(C)n3n2)cc1
41.8%	19.6%	Cc1ccc2c(c1)c(N=Nc1nnc3c(n1)[nH]c1ccccc13)c(O)n2C
0.1%	0.4%	COc1ccc(C(=O)CC(c2cccs2)S(=O)(=O)c2ccccc2)cc1 (stereo not given)
-1.5%	8.1%	COCCN1Cc2cccc(C(=O)Nc3cccc(OC)c3)c2C1=O
.	-1.0%	CCN=C1S/C(=C\c2cn(C(C)=O)nc2-c2ccccc2)C(=O)N1CC
4.1%	-2.0%	Clc1ccccc1C=Nc1ccc(-c2nnc(-c3ccccc3)o2)cc1
5.2%	4.6%	CCOC(=O)c1cc2c(=O)n3ccccc3nc2n(C(C)C)c1=NC(=O)c1ccncc1
0.1%	3.8%	CC1CCN(C(=O)CSCC(=O)Nc2nc(-c3cccs3)cs2)CC1
-1.8%	-1.9%	CC(=O)Nc1cccc(NC(=O)C2CCCN2C(=O)Nc2ccc(Cl)cc2)c1 (stereo not given)
.	5.6%	COc1ccc(N2CCN(C(=O)c3ccc(OCc4c(C)noc4C)c(OC)c3)CC2)cc1
-2.7%	-1.0%	Nc1nonc1-c1nc2ccccc2n1CC(=O)N1CCCCC1
-2.8%	-6.7%	COCCOC(=O)C1=C(C)NC2=C(C(=O)CC(C)(C)C2)C1c1ccc(N(C)C)cc1 (stereo not given)
.	7.2%	CC(C)CC(=O)N1CCN(S(=O)(=O)c2ccc3ccccc3c2)CC1

Next structures
MKP-3 inhibition	Hsp70 displacement	compound
.	-5.5%	COCC(=O)Nc1ccc(C(C)C)cc1
-0.6%	0.5%	C=C(C)COc1cc2oc(=O)cc(C)c2cc1Cl
0.9%	-6.3%	O=C(Nc1cccc(Cl)c1)N(CCN1CCOCC1)Cc1cccc(Cl)c1
-1.6%	-3.0%	CC1(C)Cc2ccccc2/C(=C/C(=O)N2CCCCCC2)N1
.	1.0%	COc1ccc(-c2c(C#N)c(SCC(N)=O)nc3c2CCCC3)cc1
1.5%	-2.4%	O=C1C2C3C=CC(C4CC34)C2C(=O)N1c1cccnc1 (stereo not given)
.	-1.7%	CC1/C(=N/O)CC(c2ccccc2)NC1c1ccccc1 (stereo not given)
1.4%	-3.9%	Cn1cnc(S(=O)(=O)NCc2cccs2)c1
.	1.8%	CCC(=O)Nc1nnc(C(C)(C)C)s1
5.0%	-1.3%	CCOC(=O)C1CCN(C(=O)/C=C/c2cccc([N+](=O)[O-])c2)CC1
-1.0%	4.9%	Cc1ccc(N=Cc2c(C)[nH]c3ccccc23)cc1I

In another format: results already given.
Each structure is followed by: MKP-3 inhibition | Hsp70 displacement
> C=C(C)COc1cc2oc(=O)cc(C)c2cc1Cl
    -0.6% | 0.5%
> O=C(Nc1cccc(Cl)c1)N(CCN1CCOCC1)Cc1cccc(Cl)c1
    0.9% | -6.3%
> CC1(C)Cc2ccccc2/C(=C/C(=O)N2CCCCCC2)N1
    -1.6% | -3.0%
> COc1ccc(-c2c(C#N)c(SCC(N)=O)nc3c2CCCC3)cc1
    . | 1.0%
> O=C1C2C3C=CC(C4CC34)C2C(=O)N1c1cccnc1 (stereo not given)
    1.5% | -2.4%
> CC1/C(=N/O)CC(c2ccccc2)NC1c1ccccc1 (stereo not given)
    . | -1.7%
> Cn1cnc(S(=O)(=O)NCc2cccs2)c1
    1.4% | -3.9%

This is a subset (hit frequency here may not be typical).
